CIT2-GFP yeast = alters CIT2-GFP fluorescence in TOR pathway yeast screen. AID 2029. hit rate 0.065% among 320,000. GFP response vs DMSO, % at 10 µM. S. cerevisiae CIT2-GFP strain, flow cytometry, 3 h; 100 means same as DMSO wells;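 active means GFP response relative to DMSO above a set limit, near the screen mean plus 3 SD, cut at about 150% in these data; inconclusive means Fewer than 70 cells measured for a yeast strain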;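 further: ratio of well median GFP fluorescence to mean of DMSO wells on the plate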
AGP1-GFP MLPCN = modulators of TOR pathway AGP1-GFP in S. cerevisiae; S. cerevisiae AGP1-GFP multiplex flow cytometry, 3 h; GFP as percent of DMSO wells; GFP response vs DMSO, % at 10 µM; hit rate 0.02% among 320,000; AID 2066;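 active means GFP response relative to DMSO above a set limit, near screen average plus 3 SD, cut at about 150% in these data; inconclusive means fewer than 70 cells counted for the yeast strain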;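 further: median GFP channel fluorescence of the gated AGP1 strain per well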
Efflux pump mplx = blocks antifungal efflux pumps in multiplex yeast assay; S. cerevisiae Candida pump triplex, Nile Red efflux; inhibition, % at 10 µM; hit rate 0.44% among 330,000; AID 485275;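 active means plate passing quality check with inhibition over a set limit, or well fluorescence over plate mean plus 4 SD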;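 further: Nile Red retained in pooled yeast measured as flow cytometry median fluorescence; 0% = buffer negative control and 100% = Enniatin B positive control; higher means more Nile Red kept so more efflux inhibition; some compounds called inactive have numbers as strong as hits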
LAP4-GFP MLPCN = yeast TOR pathway LAP4-GFP modulation. S. cerevisiae LAP4-GFP multiplex, flow cytometry GFP, 3 h; median GFP as percent of DMSO wells. GFP response vs DMSO, % at 10 µM. hit rate 0.34% among 320,000. AID 2023;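 active means GFP response vs DMSO above a set limit, about the screen mean plus 3 SD, cut at about 150% in these data; inconclusive means under 70 cell events counted for the yeast strain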
CR mimetic SO = caloric restriction mimetics inhibiting age-related superoxide in yeast. S. cerevisiae aged cells, superoxide DHE fluorescence; hits give low values. superoxide response (% of plate mean), % at 10 µM. hit rate 0.18% among 330,000. AID 2690;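 active means superoxide response under a set limit, about three screen SD below normal, cut at about 65% in these data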;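 further: yeast aged for seven days with compound at 30 °C before DHE staining; 100% = average MFI of all compound-treated wells on the plate with controls excluded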
MEP2-GFP yeast = yeast TOR pathway MEP2-GFP modulation | S. cerevisiae MEP2-GFP strain, flow cytometry GFP, 3 h; 100% = DMSO control level | GFP response vs DMSO, % at 10 µM | hit rate 0.51% among 330,000 | AID 2016;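 active means GFP response versus DMSO above a set limit, roughly screen mean plus 3 SD, cut at about 180% in these data; inconclusive means fewer than 70 cells counted for a yeast strain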;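 further: median GFP fluorescence of the barcode-gated MEP2-GFP cells per well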
RPL19A TOR yeast = modulators of TOR pathway RPL19A-GFP in S. cerevisiae; percent response vs DMSO, % at 10 µM; S. cerevisiae RPL19A-GFP strain, flow cytometry, 3 h; hits give low values; AID 2025; hit rate 0.3% among 330,000;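 active means percent response vs DMSO below 50%; inconclusive means fewer than 70 events counted for the yeast strain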;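 further: median channel GFP fluorescence of the barcoded RPL19A-GFP strain; ratio of sample median GFP to plate DMSO average so 100% = DMSO; lower means less RPL19A-GFP as with rapamycin TOR inhibition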
AHR activator = human AHR activation. P35869. AHR-responsive luciferase reporter cells, luminescence. activation, % at 5 µM. hit rate 2.5% among 320,000. AID 2796; in the data active means activation above about 47%;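 further: 0% = vehicle wells and 100% = reference agonist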
Target sequence (P35869 whole entry, looked up): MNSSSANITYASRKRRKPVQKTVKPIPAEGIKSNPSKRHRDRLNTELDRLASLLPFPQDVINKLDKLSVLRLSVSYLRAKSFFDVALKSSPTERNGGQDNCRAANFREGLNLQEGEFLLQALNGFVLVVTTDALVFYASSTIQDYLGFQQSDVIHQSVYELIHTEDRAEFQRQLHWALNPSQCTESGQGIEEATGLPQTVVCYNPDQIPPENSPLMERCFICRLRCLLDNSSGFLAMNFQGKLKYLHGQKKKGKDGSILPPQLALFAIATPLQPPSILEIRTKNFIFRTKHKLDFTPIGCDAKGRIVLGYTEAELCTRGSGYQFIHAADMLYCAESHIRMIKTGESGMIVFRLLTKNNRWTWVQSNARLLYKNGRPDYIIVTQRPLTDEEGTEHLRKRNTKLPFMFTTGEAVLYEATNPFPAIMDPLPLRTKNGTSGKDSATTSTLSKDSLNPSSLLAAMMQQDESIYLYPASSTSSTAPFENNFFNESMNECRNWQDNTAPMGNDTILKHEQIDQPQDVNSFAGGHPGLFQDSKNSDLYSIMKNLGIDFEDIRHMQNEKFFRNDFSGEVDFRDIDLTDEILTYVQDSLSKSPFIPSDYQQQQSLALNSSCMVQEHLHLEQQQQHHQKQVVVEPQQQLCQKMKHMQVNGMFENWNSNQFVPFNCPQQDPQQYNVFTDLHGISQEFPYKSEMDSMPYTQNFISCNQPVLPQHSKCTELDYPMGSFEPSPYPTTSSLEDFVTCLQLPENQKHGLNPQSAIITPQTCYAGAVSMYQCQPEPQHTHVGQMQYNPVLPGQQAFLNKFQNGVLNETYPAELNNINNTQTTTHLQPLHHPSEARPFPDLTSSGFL
* = called active by the depositor; ? = inconclusive; / = not tested or not shown.

SMILES	CIT2-GFP yeast	AGP1-GFP MLPCN	Efflux pump mplx	LAP4-GFP MLPCN	CR mimetic SO	MEP2-GFP yeast	RPL19A TOR yeast	AHR activator
CCOC(=O)C1(CC2CCCCO2)CCN(Cc2cc(F)ccc2-n2cccn2)CC1 (configuration not stated)	97.0	99.8	0.0	96.8	98.3	98.1	99.8	13.9
CCN=C1SC(CC(=O)Nc2ccccc2OCC)C(=O)N1CC (configuration not stated)	94.3	103.7	0.2	102.9	88.8	101.8	94.4	12.2
N#C/C(C(=O)c1ccccc1)=C1/CCCN1	103.9	102.9	-0.2	108.2	101.5	102.5	100.0	0.0
CC(=O)n1nc(-c2ccccc2)nc1NCc1ccc(N(C)C)cc1	94.1	92.8	-0.2	85.2	90.2	93.1	97.1	26.0
C/C(=N\N1CCN(Cc2ccccc2)CC1)c1ccco1	104.5	100.4	-0.1	90.9	86.1	95.2	102.1	1.5
O=C(COc1ccccc1)NC(NC(=S)Nc1ccccc1C(=O)O)C(Cl)(Cl)Cl (configuration not stated)	99.2	103.1	0.0	97.7	112.3	107.0	99.4	1.6
COc1ccc(S(=O)(=O)N2c3cc(C)ccc3OCC2C(C)(C)C)cc1 (configuration not stated)	106.4	103.4	-0.1	98.5	94.9	97.8	102.3	0.6
O=C(c1ccc2c(c1)N(Cc1ccccc1)CCS2)N1CCCCC1	103.6	105.4	0.3	95.6	112.3	99.6	96.7	5.1
COc1cc2c(cc1OC)C(NC(=O)C(F)(F)F)CNC2=O (configuration not stated)	104.1	99.3	-0.2	92.3	95.2	103.9	111.9	-2.1
Cc1nnc(NC(=O)c2c(-c3ccccc3)noc2C)s1	102.8	98.2	-0.1	96.8	98.3	99.6	97.4	-2.9
Cc1ccc(-c2csc(NC(=O)c3ccccc3Cl)c2C(=O)O)cc1	98.9	94.1	-0.1	80.1	98.8	105.3	110.8	-0.7
CN(c1ccccc1)S(=O)(=O)c1ccc2c(c1)oc(=O)n2C	102.3	100.9	-0.1	93.4	101.4	104.2	102.6	-0.6
COCCn1c(CN2CCN(c3cccc(Cl)c3)CC2)nc2c1c(=O)n(C)c(=O)n2C	100.1	100.3	-0.1	101.4	104.2	99.9	98.8	-3.9
COc1ccc(C(=O)n2nc(C)c(Br)c2C)cc1	100.5	100.7	0.0	98.2	104.4	98.8	99.5	1.1
O=C(CSCCO)Nc1ccc(C2CCCCC2)cc1	89.4	92.0	0.0	93.2	100.9	90.1	94.3	-3.3
COc1ccc(C)cc1NC(=O)CO/N=C(\N)CC(=O)Nc1ccccc1OC	84.0	90.1	0.2	87.8	110.0	92.8	88.1	5.2
C=CCC(=O)N(CC)CC1CCCN(CCc2cccc(F)c2)C1 (configuration not stated)	104.1	83.3	0.0	108.2	103.9	129.3	91.8	/
CCOC(=O)c1cc(C#N)c(SCC(=O)OC)[nH]c1=O	92.9	92.4	0.0	94.6	87.0	91.4	94.6	8.9
O=C(Nc1cccnc1)c1cc(-c2ccccc2O)on1	103.3	99.3	0.0	95.6	97.1	98.7	95.6	16.6
COc1ccc(NC(=O)CSCC(=O)Nc2ccc(S(=O)(=O)N3CCCCC3)cc2)cc1	107.7	97.5	-0.5	95.2	99.6	101.8	102.5	2.6
Fc1ccc(CSc2ncnc3scc(-c4ccccc4)c23)cc1	96.0	92.5	0.1	87.4	108.5	99.6	96.9	2.2
COc1ccc(NC(=O)CC2C(=O)N(c3cccc(OC)c3)C(=O)N2Cc2ccco2)cc1 (configuration not stated)	107.8	95.6	0.0	122.4	67.6	104.0	93.2	-0.2
Cc1csc2nc(CCNS(=O)(=O)c3ccc4c(c3)OCCO4)cn12	92.0	93.4	0.3	98.2	103.7	99.9	96.8	3.3
CCCCc1ccc(S(=O)(=O)Nc2nnc(C)s2)cc1	91.8	85.9	0.2	105.9	105.6	108.3	104.9	1.7
Cc1cc(N2CCN(C(=O)c3ccco3)CC2)c2ccccc2n1	92.5	102.2	0.0	99.7	92.7	103.3	100.0	0.5
Cc1ccc(NC(=O)/C(=C/C=C/c2ccccc2)NC(=O)c2ccccc2)cc1	101.5	99.1	-7.4	101.5	96.8	107.5	97.8	34.2
COc1ccccc1NC(=O)CN1CCC(c2nc3ccccc3[nH]2)CC1	103.5	103.8	0.0	98.2	101.0	112.8	105.0	4.7
N#C/C(=C\C=C\c1ccccc1)c1nc(-c2ccc3c(c2)OCO3)cs1	112.5	106.3	0.4	103.1	104.5	103.5	107.8	18.0
COc1ccc(C(=O)NCC(=O)OC2CCCCC2=O)cc1 (configuration not stated)	106.5	104.1	-0.1	102.3	90.7	98.2	101.8	2.5
Cc1c(Cl)cccc1NC(=O)Cn1nc(C)n2cccc2c1=O	105.5	103.6	0.1	98.0	90.4	97.9	101.5	1.4
CCCCCCC(=O)N(O)C1CC(=O)N(c2ccc(F)cc2)C1=O (configuration not stated)	84.8	94.7	0.0	118.3	105.9	94.2	94.8	-3.0
NS(=O)(=O)c1ccc(N2CCOCC2)c(C(=O)NCc2cccs2)c1	106.8	103.5	0.0	95.9	96.6	108.4	102.4	-0.2
CCOC(=O)C(NC(C)=O)C(=O)Nc1ccc(OC)cc1 (configuration not stated)	98.0	99.9	-0.1	88.2	81.5	97.8	101.9	2.2
O=C(CCOc1ccccc1)N1CCN(S(=O)(=O)c2cccs2)CC1	107.3	102.1	-0.1	100.7	103.2	107.3	99.7	0.1
CCOc1ncccc1C(=O)OC(C)C(=O)Nc1ccc(CC)cc1 (configuration not stated)	96.5	105.7	0.1	109.4	98.6	106.5	102.6	1.8
Cc1c(NC(=O)C(=O)N/N=C/c2cccs2)c(=O)n(-c2ccccc2)n1C	100.4	118.7	-0.1	114.0	99.1	100.7	99.5	-1.8
O=C(COC(=O)[C@H](Cc1ccccc1)NC(=O)c1ccco1)Nc1ccccc1	98.0	97.5	0.1	95.6	103.4	100.1	97.3	-1.2
CCCCCCC1CC(CCc2nc(=S)[nH][nH]2)C(=O)O1 (configuration not stated)	101.3	102.8	-0.2	101.0	112.8	106.9	102.3	-0.9
CCCCc1cc(=O)oc2c(C)c(OCC(=O)N3CCC(C(N)=O)CC3)ccc12	103.3	101.9	0.0	107.0	81.2	103.9	97.7	0.1
O=C(CSCc1ccc(Cl)cc1)Nc1ccc(O)cc1C(=O)O	85.2	87.0	-0.2	89.9	90.2	117.3	92.7	-0.9
CC(C)(C)c1cc(CCC(=O)NN)cc(C(C)(C)C)c1O	106.2	104.0	0.0	106.2	91.4	101.1	101.2	0.9
CC1(c2ccc(Cl)cc2)NC(=O)N(CC(=O)c2ccc3c(c2)OCO3)C1=O (configuration not stated)	111.1	99.3	-0.1	82.9	101.6	105.2	109.0	1.4
O=C1CC(=O)C(n2cncn2)C(c2ccc(Cl)cc2)C1 (configuration not stated)	109.8	110.5	-0.1	87.8	102.2	106.0	103.3	-4.2
O=C(COc1ccccc1Cl)Nc1ccccc1C(=O)N1CCCCC1	92.4	94.5	-0.5	92.1	92.1	96.0	96.3	9.2
C=CCNC(=S)N/N=C/c1cccc([N+](=O)[O-])c1	111.3	112.4	-0.1	116.1	104.0	106.2	106.6	1.2
CCc1cc(C(=O)O)c(NC(=O)/C=C/c2ccc(OC)c(OC)c2)s1	109.3	93.2	0.0	81.1	163.1	102.6	101.7	3.1
CCOC(=O)C(C)Sc1nnc(CNC(=O)c2ccc(OC)cc2)n1C1CCCCC1 (configuration not stated)	96.2	102.3	0.0	97.2	102.7	97.7	97.1	-0.9
CCOC(=O)CNc1nc(Oc2ccc(=O)n(C)n2)nc(N(CC)CC)n1	101.9	95.8	0.0	96.1	97.6	103.6	97.2	1.4
CCOC(=O)CN1C(=O)C(=O)N(Cc2cccc(C)c2)C1=O	105.6	104.2	-0.1	100.0	87.3	101.3	101.9	1.3
O=C(O)CCC(NC(=S)Nc1ccccc1)C(=O)O (configuration not stated)	?	?	0.0	?	77.6	?	?	-0.3
COc1ccc(Cl)cc1-n1c(=S)sc2c(=O)[nH]c(SCC(=O)NCC3CCCO3)nc21 (configuration not stated)	101.0	102.7	-0.1	106.2	111.9	100.4	102.1	-1.2
COc1ccccc1C(=O)COC(=O)C1(C)CC1(Cl)Cl (configuration not stated)	106.3	99.3	0.1	94.7	112.4	95.6	99.0	-3.0
CC1(C)Cc2ccccc2-c2nnc(-c3ccc4ccccc4n3)n21	100.6	95.0	0.0	94.8	100.7	101.4	88.8	3.3
C=CCNC(=O)NC(=O)Cn1c(=O)c2c(ncn2CC)n(Cc2ccccc2)c1=O	102.8	102.3	-0.1	97.0	87.0	101.7	101.8	1.0
CCOC(=O)c1c(C(=O)OCC)c(C)n(CCc2ccc(OC)c(OC)c2)c1C	98.3	104.8	0.1	104.0	106.4	106.7	103.0	0.6
Cc1cc(/C=C2/NC(=O)NC2=O)c(C)n1-c1sc2c(c1C#N)CCCC2	92.9	102.0	0.1	98.4	104.1	98.8	99.1	4.8
Cc1cccc(-n2ncc3c(NCCN4CCOCC4)ncnc32)c1	95.6	101.6	-0.1	102.5	115.4	92.9	95.7	-9.7
CNc1nc(C)c(C#N)cc1C(C)=O	108.3	103.1	-0.1	99.8	93.4	98.8	101.9	0.2
CCOC(=O)CSc1nc2ccccc2c(=O)n1NC(=O)c1ccccc1	108.5	101.8	-0.1	107.2	100.3	99.1	100.8	-1.8
Cc1ccc(NC(=O)C2=CN3CCS(=O)(=O)N=C3C=C2)cc1	91.8	105.1	0.1	114.4	100.5	108.9	99.2	-4.8

The results go on:
SMILES	CIT2-GFP yeast	AGP1-GFP MLPCN	Efflux pump mplx	LAP4-GFP MLPCN	CR mimetic SO	MEP2-GFP yeast	RPL19A TOR yeast	AHR activator
Cc1ccc(NC(=O)CSc2nc3ncc(Cl)cc3[nH]2)c(C)c1	97.9	93.8	0.0	92.2	89.4	99.2	98.3	8.2
Cc1ccc(NC(=O)CSc2ccc(C(N)=O)cc2[N+](=O)[O-])cc1	93.7	96.8	0.1	98.8	92.2	105.4	100.5	43.8
Cc1nn(CCOc2ccccc2)c(=O)n1-c1ccccc1	97.8	97.2	-0.1	100.3	111.8	104.5	99.3	0.4
Cc1ccc2c(c1)c1c3n2CCN(C(=O)CCl)C3CCC1 (configuration not stated)	90.5	97.9	0.0	101.0	96.6	108.5	94.3	113.3*
O=C(O)CCC(=O)NC1CCCCCCC1	92.1	100.2	0.3	100.5	91.9	98.5	98.6	1.9
COc1ccc(S(=O)(=O)NCC(c2ccco2)N2CCc3ccccc3C2)cc1 (configuration not stated)	99.7	91.1	-0.1	94.5	107.2	97.9	93.4	6.0
CNC(=O)Cn1nc(-c2ccc(C)c(S(=O)(=O)N(C)C)c2)c2ccccc2c1=O	92.4	91.3	0.1	101.7	114.9	96.5	92.1	-1.7
COc1ccc(/C(C)=N/OCC(=O)Nc2nc3ccccc3s2)cc1OC	77.5	98.1	-0.8	112.6	112.5	137.8	102.4	40.0
OCc1c[nH]c(=S)n1CCOc1cccc(C(F)(F)F)c1	101.3	106.9	-0.2	92.6	95.2	104.8	103.9	7.7

Reformatted: entries from further up.
Each structure is followed by: CIT2-GFP yeast | AGP1-GFP MLPCN | Efflux pump mplx | LAP4-GFP MLPCN | CR mimetic SO | MEP2-GFP yeast | RPL19A TOR yeast | AHR activator
CNC(=O)Cn1nc(-c2ccc(C)c(S(=O)(=O)N(C)C)c2)c2ccccc2c1=O
 : 92.4 | 91.3 | 0.1 | 101.7 | 114.9 | 96.5 | 92.1 | -1.7
COc1ccc(/C(C)=N/OCC(=O)Nc2nc3ccccc3s2)cc1OC
 : 77.5 | 98.1 | -0.8 | 112.6 | 112.5 | 137.8 | 102.4 | 40.0
